FLuc counter – inhibits or activates purified firefly luciferase, miR-21 counter-screen | P08659 | purified FLuc, Km substrates, luminescence inhibition | Potency, µM (titrated, usually from 57.5 µM), without a hit: at the highest dose activity change, negative = inhibition, most hits filed as inhibitors | hit rate 6.9% among 360,000 | AID 588342;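 note: potency is the fitted concentration of half-maximal effect; plate controls were vehicle for no effect and reference inhibitor for full effect; nearly all actives have a fitted effect of over 55% in size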
Target sequence (P08659 whole entry, looked up): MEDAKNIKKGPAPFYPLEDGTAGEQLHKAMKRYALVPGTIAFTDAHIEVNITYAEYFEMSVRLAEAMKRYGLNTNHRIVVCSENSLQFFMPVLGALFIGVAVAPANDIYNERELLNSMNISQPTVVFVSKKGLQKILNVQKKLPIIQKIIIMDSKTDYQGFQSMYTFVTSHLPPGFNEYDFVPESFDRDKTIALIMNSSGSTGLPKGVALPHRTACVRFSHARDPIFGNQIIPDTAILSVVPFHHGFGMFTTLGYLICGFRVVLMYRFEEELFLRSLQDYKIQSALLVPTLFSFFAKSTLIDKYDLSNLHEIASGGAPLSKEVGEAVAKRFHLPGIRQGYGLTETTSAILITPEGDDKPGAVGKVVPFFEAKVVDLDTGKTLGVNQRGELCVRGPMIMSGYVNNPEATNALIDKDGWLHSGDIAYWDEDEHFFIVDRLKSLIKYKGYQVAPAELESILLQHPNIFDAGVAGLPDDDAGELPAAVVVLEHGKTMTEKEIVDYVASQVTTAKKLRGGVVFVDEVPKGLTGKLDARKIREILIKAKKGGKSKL
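Purified P. pyralis luciferase, 10 nM final, with Km-level 10 uM D-luciferin and 10 uM ATP in 50 mM Tris acetate pH 7.5, 10 mM Mg acetate, 0.01% Tween-20, 0.05% BSA; 6-point qHTS titration about 60 µM downward; luminescence read.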
NPC1 prom act – activators of NPC1 promoter; Huh7 NPC1 promoter luciferase reporter, 24 h; Potency, µM (highest dose often 9.22 µM), inactives show top-dose activation, usual class: activators; hit rate 2.4% among 320,000; AID 485313;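 note: potency is the fitted concentration of half-maximal effect; % of control where 0% means no effect; nearly all actives have a fitted effect of over 60% in size; reporter is driven by a mutant NPC1 promoter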
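Luciferase expression driven by the NPC1 promoter was measured in stably transfected Huh7 cells after a 24 h compound incubation, using a luciferase reagent and a luminescence read.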
Coupling enz – counter-screen for Giardia aldolase inhibitors: coupling enzyme system; coupling enzyme system counterscreen, AmpLite Red fluorescence; activity change, negative = inhibition, % at 58.2 µM, hits read low; hit rate 0.67% among 290,000; in the data active = activity change below about -30%; note: % is set by controls: 0 for no effect and ±100 for the full control effect
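First, compound is pin-transferred into glyceraldehyde-3-phosphate coupling-enzyme reagent at 57.5 uM final and held 10 min at RT. Next, substrate, coupling system and AmpLite Red are added. After 20 min RT, fluorescence (525/598 nm) is read.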
uPA generation – inhibitors of cell surface uPA generation; cell surface uPA generation assay, qHTS; Potency, µM (highest dose often 38.3 µM), for inactives: at the top dose activity change, negative = inhibition, usual class: inhibitors; hit rate 0.31% among 330,000; active = well fitted inhibition curve with a large enough effect; inconclusive = small, poorly fitted or top-dose-only effect; inactive = no such curve, though single readings can be large or run the other way; tested in mouse RAW 264.7 cells; note: potency is the fitted concentration of half-maximal effect; % is set by controls: 0 for no effect and ±100 for the full control effect; nearly all actives have a fitted effect of over 55% in size
Rab9 prom act – Rab9 promoter activation | Huh7 Rab9 promoter-luciferase reporter, luminescence, 24 h | Potency, µM (highest dose often 9.22 µM), without a hit: at the top dose activation, negative = inhibition, hits mostly activators | hit rate 2.8% among 320,000; note: potency is the fitted concentration of half-maximal effect; % of control where 0% means no effect; nearly all actives have a fitted effect of over 60% in size
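Huh7 reporter line, Rab9 promoter upstream of luciferase. Compound exposure 24 h at 37 °C in reduced-serum medium with 10% FBS. Read-out: luminescence.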
VP16 counter – counter-screen for ROR gamma inhibitors: Gal4-VP16 reporter; Drosophila S2 Gal4-VP16 UAS-luciferase, luminescence, 20 h; Potency, µM (doses to about 53.6 µM), for the others: top-dose activity, negative = inhibition, most hits filed as inhibitors; hit rate 3.5% among 310,000; AID 2546;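 note: Gal4-VP16 expression switched on by copper sulfate through the metallothionein promoter; potency is the fitted concentration of half-maximal effect; % is set by controls: 0 for no effect and ±100 for the full control effect; nearly all actives have a fitted effect of over 50% in size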
KCNH2 3.1 block – KCNH2 3.1 (human) potassium channel inhibition; hit rate 0.95% among 340,000; U2OS KCNH2 3.1, thallium flux FluxOr; stronger effect = lower value; activity change, % (tested at about 1.8 µM);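 active = maximum activity change below -70%; inconclusive = maximum activity change from -70% to -50%; inactive = maximum activity change above -50%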;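 note: thallium influx rate constant from kinetic fluorescence after stimulation buffer; % is set by controls: 0 for no effect and ±100 for the full control effect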
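Normalized rate constant (relative to positive and negative DMSO controls) derived from a 2 min kinetic fluorescence read after stimulation; U2OS cells expressing the 3.1 isoform via virus at 1.77 x 10^8 /mL.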
Giardia killer – Giardia lamblia killing. Giardia lamblia trophozoite viability. activity change, % at 7.66 µM, hits read low. hit rate 0.15% among 340,000. AID 540267; in the data active = activity change below about -80%; inconclusive = between about -30% and that limit;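 note: parasites exposed to compound for two days anaerobically before the ATP read; % is set by controls: 0 for no effect and ±100 for the full control effect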
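Viability, read as ATP luminescence: trophozoites at 100 cells/well, compound added, 48 hrs anaerobic at 37 deg C, then 15-30 min room-temperature development before reading.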
RORg inh – ROR gamma (mouse) transcription inhibition | Potency, µM (titrated, usually from 53.6 µM), without a hit: top-dose activity change, negative = inhibition, actives largely listed as inhibitors | Drosophila S2 Gal4-RORgamma UAS-luciferase reporter, 20 h | AID 2551 | P51450 | hit rate 5.4% among 310,000; note: potency is the fitted concentration of half-maximal effect; % is set by controls: 0 for no effect and ±100 for the full control effect; nearly all actives have a fitted effect of over 60% in size
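Stable Schneider cell line, Gal4 DNA-binding domain fused to ROR gamma, UAS-luciferase. Cmpd 1 hr RT → CuSO4 700 uM final → 20 hr RT → luciferase reagent 10 min → luminescence.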
ELG1 genotoxic – induces genotoxicity in HEK293T cells with luciferase-tagged ELG1; hit rate 1.3% among 330,000; HEK293T ELG1-luciferase reporter, luminescence, 16 h; AID 504466; Potency, µM (doses to about 46 µM), for the others: at the top dose activity change, positive = activation, hits mostly activators; note: potency is the fitted concentration of half-maximal effect; % of control where 0% means no effect; nearly all actives have a fitted effect of over 60% in size
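ELG1-luciferase HEK293T cells, 2,000/well; compound pinned in; 16 hr, 37 °C, 5% CO2; ONE-Glo, 30 min RT; luminescence on CCD imager.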
Tb PFK block – inhibitors of T. brucei phosphofructokinase | T. brucei PFK, ADP-Glo luminescence | Potency, µM (doses to about 57.5 µM), inactives show at the highest dose activity, negative = inhibition, hits mostly inhibitors | hit rate 0.17% among 330,000 | AID 485367;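 note: potency is the fitted concentration of half-maximal effect; 0% = uninhibited 1x PFK enzyme wells and -100% = no-enzyme wells; nearly all actives have a fitted effect of over 60% in size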
Target sequence (O15648 whole entry, looked up): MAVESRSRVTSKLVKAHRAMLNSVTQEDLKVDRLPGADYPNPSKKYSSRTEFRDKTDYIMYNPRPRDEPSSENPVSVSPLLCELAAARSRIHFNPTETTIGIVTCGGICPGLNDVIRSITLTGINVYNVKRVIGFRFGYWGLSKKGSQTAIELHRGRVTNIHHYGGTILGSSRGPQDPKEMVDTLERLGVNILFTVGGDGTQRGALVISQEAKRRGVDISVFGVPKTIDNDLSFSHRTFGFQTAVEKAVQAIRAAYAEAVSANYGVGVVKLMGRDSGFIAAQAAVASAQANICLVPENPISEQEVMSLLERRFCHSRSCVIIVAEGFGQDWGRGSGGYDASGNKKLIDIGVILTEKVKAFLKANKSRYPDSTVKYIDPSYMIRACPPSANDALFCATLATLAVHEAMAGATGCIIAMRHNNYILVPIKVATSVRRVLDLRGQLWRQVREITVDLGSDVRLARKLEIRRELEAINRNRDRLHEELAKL
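Compounds were pin-transferred as a titration series up to 57 uM into substrate buffer (0.5 mM F6P, 0.1 mM ATP, pH 8.0), then 1.25 nM PFK was added and reactions ran 45 min before ADP-Glo detection.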
* hit, by the source's call; u = inconclusive; x = no result given; & = joins results of further samples. Unless noted, calls come from the whole dose curve; as a rule, active = well fitted curve in the direction sought with a large enough effect; inconclusive = small, poorly fitted or top-dose-only effect, or another doubt; inactive = no such curve, though single readings can be large; an effect the other way counts as inactive or inconclusive.

SMILES	RORg inh	Tb PFK block	uPA generation	ELG1 genotoxic	VP16 counter	Giardia killer	NPC1 prom act	KCNH2 3.1 block	Coupling enz	FLuc counter	Rab9 prom act
CCS(=O)(=O)c1ccc2c(c1)N(S(C)(=O)=O)CC(C(=O)NN)O2 (stereo not given)	5.4%	5.9%	3.4%	1.9%	-4.1%	6.1	-5.5%	-1.7	1.7	4.7%	-1.7%
Cc1ccc(N(CC(=O)NN=C2CCN(C)CC2)S(=O)(=O)c2ccc(C)cc2)cc1	1.0%	0.3%	-1.2%	-0.2%	-8.6%	-8.2	-0.7%	21.0	3.8	2.5%	3.7%
COCCNC(=O)c1c(N)n(CCC2=CCCCC2)c2nc3ccccc3nc12	11.6%	-2.4%	6.7%	-5.7%	-9.0%	9.1	-2.7%	17.0	-10.7	-1.5%	-4.0%
Cc1ccc(C(=O)Nc2ccc(N3CCOCC3)cc2)cc1S(=O)(=O)N1CCCCC1	x	0.1%	-19.1%	-1.0%	x	12.1	5.4%	8.1	x	-10.6%	8.0%
COc1ccc(CNS(=O)(=O)c2ccc3c(c2)N(C(C)=O)CC(C)S3)cc1 (stereo not given)	44.0%	0.3%	-7.5%	-6.7%	u	16.9	-15.7%	-6.7	x	1.1%	-25.0%
CN(c1ccccc1)S(=O)(=O)c1ccc(C(=O)N2CCCC(C(F)(F)F)C2)cc1 (stereo not given)	-0.7%	2.0%	-13.5%	-9.3%	-3.7%	26.1	-0.7%	7.4	-2.6	1.8%	10.7%
Cc1cc(NC(=O)CN2CCc3ccccc3C2)nc2c1c(=O)oc1ccccc12	-15.4%	7.4%	-3.8%	-11.8%	0.7%	17.2	2.5%	0.8	-15.1	5.7%	-2.8%
CC(C)c1nnc(NC(=O)CSc2nc3ccccc3s2)s1	u	0.4%	1.2%	6.8%	16.3%	2.6	-4.2%	-3.4	2.7	u	-6.5%
CN(C)c1ccc(C(=O)c2ccccc2C(=O)O)c(O)c1	-21.3%	-6.4%	3.0%	2.5%	5.8%	-1.5	2.9%	-25.0	20.6	-0.8%	2.9%
CCCCNC(=O)NS(=O)(=O)c1ccc(NS(=O)(=O)c2ccccc2)cc1	12.5%	-4.3%	2.8%	3.4%	-6.3%	10.9	1.3%	-7.8	2.8	-0.1%	5.3%
Cn1cc(P(=O)(N2CCOCC2)N2CCOCC2)cc1P(=S)(N1CCOCC1)N1CCOCC1	-39.6%	-13.5%	0.6%	-1.3%	-5.7%	3.5	-4.9%	-0.5	-1.0	11.3%	-3.3%
O=C(NCc1cccnc1)c1ccc(S(=O)(=O)N2CCCCCC2)cc1	22.0%	-0.9%	-12.5%	-6.2%	5.6%	1.7	-1.8%	9.5	1.3	1.4%	6.3%

SMILES	RORg inh	Tb PFK block	uPA generation	ELG1 genotoxic	VP16 counter	Giardia killer	NPC1 prom act	KCNH2 3.1 block	Coupling enz	FLuc counter	Rab9 prom act
COc1ccc(C(=O)c2coc3ccc(O)cc23)cc1	-13.0%&-26.6%	1.5%	1.1%	u	-15.9%&-7.0%	14.5	u	-3.9	1.7&0.5	1.51µM*	5.4%
O=C(NCCC1=CCCCC1)C1CCN(Cc2cnn(-c3ccccc3)c2-n2cccc2)CC1	17.6%	-1.0%	-10.6%	2.6%	-26.8%	-21.8	0.3%	-11.7	1.9	0.9%	-1.1%
CCN(CC)CCN(C)Cc1nc(C(c2ccccc2)c2ccccc2)no1	-18.4%	2.1%	-7.6%	-3.2%	1.0%	1.1	-1.5%	-18.7	0.9	-4.7%	0.6%
CCc1noc(C)c1C(=O)Nc1ccc(C#N)cc1	x	0.0%	-2.5%	-11.4%	x	29.1	-1.9%	-8.9	x	0.3%	-0.9%
CCNc1ccc(C(=O)O)cc1N	-36.6%	-0.7%	3.1%	4.9%	u	-7.0	-4.3%	-0.7	0.3	-0.6%	-4.1%
CC(C)(C)c1ccc(-c2nc(C#N)c(N3CCC(C(N)=O)CC3)o2)cc1	u	-11.2%	-7.1%	0.9%	-4.1%	-10.4	-1.4%	6.3	2.1	21.3µM*	-0.2%
COCCN=C1NN=C(c2ccc(C)c([N+](=O)[O-])c2)CS1	12.6µM*	-2.0%	8.2%	18.3µM*	-15.6%	-4.5	2.82µM*	31.1	0.3	15.1µM*	4.47µM*
CC1CCC(NC(=O)CC(C)(C)Cc2nc3ccccc3c(=O)[nH]2)CC1 (stereo not given)	u	-0.1%	-19.2%	-9.3%	-3.9%	11.6	1.9%	-10.8	1.4	-15.7%	13.2%
Cc1cc(=O)oc2c3c(cc(OCC(=O)NC4CC4)c12)OC(C)(C)CC3	0.1%	-1.3%	0.5%	5.0%	1.7%	-7.9	1.1%	10.2	-0.7	0.9%	-0.6%
COc1ccc(CN2C(=O)C(C)Oc3ccccc32)cc1 (stereo not given)	14.4%	2.9%	-3.8%	-0.3%	2.2%	4.4	-0.5%	-25.8	4.3	0.6%	-1.2%
Cc1ccc(NC(=O)c2cnccn2)nc1	22.0%	0.5%	-5.8%	0.0%	-1.3%	4.6	22.9%	9.9	x	9.53µM*	9.8%
CCOc1cc(CNc2ccc(S(N)(=O)=O)cc2)ccc1OCC(=O)NC(C)(C)C	-0.9%	3.2%	-3.1%	-8.1%	-4.4%	u	1.0%	1.2	-0.2	-1.6%	-0.3%

SMILES	RORg inh	Tb PFK block	uPA generation	ELG1 genotoxic	VP16 counter	Giardia killer	NPC1 prom act	KCNH2 3.1 block	Coupling enz	FLuc counter	Rab9 prom act
O=C(CSc1nc2ccccc2o1)Nc1ccc(N2CCOCC2)cc1	3.8%	-1.5%	-26.1%	3.7%	-7.9%	-9.9	u	4.7	-4.9	u	u
CCCC1(C(=O)OCC)NC(c2ccc(N(C)C)cc2)C2C(=O)N(c3ccc4c(c3)OCCO4)C(=O)C21 (stereo not given)	-10.0%	-8.1%	19.7%	-3.4%	-7.2%	3.5	-0.9%	1.8	-0.4	1.1%	0.6%
O=C(COC(=O)Cc1n[nH]c(=O)c2ccccc12)NNC(=O)c1ccc(Br)cc1	x	0.2%	-6.4%	0.9%	x	-3.9	x	14.8	x	x	x
COc1ccccc1CNC(=O)CCCC(=O)n1ncc2cc(C)ccc21	-2.7%	2.4%	-41.0%	4.9%	4.0%	5.0	-0.3%	11.7	0.2	2.0%	-4.3%
CC(C)OC(=O)CCC/C=C\C[C@@H]1[C@@H](CC[C@@H](O)CCc2ccccc2)[C@H](O)C[C@@H]1O	8.3%	-3.0%	x	x	3.2%	x	-0.9%	x	1.8	3.4%	-5.8%
COc1ccc(OC)c(NC(=O)N2CCCC(C(=O)c3ccccc3OC)C2)c1 (stereo not given)	9.5%	1.9%	2.3%	-2.2%	-2.9%	0.1	1.3%	-20.4	0.2	-3.3%	-3.2%
Cc1ccsc1/C=C/C(=O)O	-0.8%	-0.9%	4.1%	0.7%	2.7%	1.1	-2.2%	5.6	3.6	0.5%	1.1%
O=C(CN1CCc2cc3c(cc2C1)OCCCO3)Nc1cccc(Br)c1	u	-0.3%	-1.7%	-1.6%	-4.4%	20.7	-0.2%	12.8	x	-1.9%	0.4%
CC(C)CC(c1nnnn1Cc1ccccc1)N1CCC(C(N)=O)CC1 (stereo not given)	-20.7%	-8.7%	1.4%	1.3%	1.7%	-9.4	-1.6%	13.4	-0.2	5.5%	-6.6%
COc1ccc(C(=O)NC(C)c2nnc(SCc3ccc(Cl)c(Cl)c3)n2C)cc1 (stereo not given)	14.5%	-0.5%	x	-4.1%	-8.5%	-6.0	-2.1%	7.9	1.1	-5.1%	-2.3%
COc1ccc(-c2ccc3c(c2)S(=O)(=O)c2cccc(C(=O)NCc4ccccc4Cl)c2C3=O)cc1OC	x	4.2%	8.3%	u	x	13.3	1.0%	-31.0	x	-4.8%	2.8%
C[N+]1(CCC(=O)c2ccccc2)CCCCC1	-7.1%	1.8%	1.5%	0.9%	-14.6%	3.4	0.2%	-7.9	3.0	-9.5%	0.5%
COc1ccccc1Oc1ccc(-c2cnc3ccccc3n2)cc1[N+](=O)[O-]	u	0.2%	1.0%	u	1.3%	12.5	1.7%	-13.0	-1.3	u	-4.9%
